UBC13 polyUb – UBC13 polyubiquitin chain formation inhibitors, primary screen, biochemical, TR-FRET, uHTS; inhibition, % at 20 µM; actives 0.47% (n = 330,000); AID 485273, 2010; in the data active = inhibition above about 45%, passing the limit was not always enough
Target sequence (P61088 whole entry, looked up): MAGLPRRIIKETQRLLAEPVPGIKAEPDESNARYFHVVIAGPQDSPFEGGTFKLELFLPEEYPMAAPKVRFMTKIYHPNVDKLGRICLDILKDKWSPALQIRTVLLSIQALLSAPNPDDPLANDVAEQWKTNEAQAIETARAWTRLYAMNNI
APJ antagonist – antagonists of human apelin receptor APJ, primary screen, CHO-K1 cells, beta-arrestin complementation, luminescence | AID 2521, 2010 | inhibition, % at 20 µM | actives 0.32% (n = 330,000);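 active = inhibition above about 40% at 20 µM, limit read from the data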;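 note: cells challenged with 10 nM apelin-13 agonist together with compound; plate controls were apelin-13 plus DMSO wells for no effect and DMSO wells lacking apelin-13 for full effect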
Target sequence (P35414 whole entry, looked up): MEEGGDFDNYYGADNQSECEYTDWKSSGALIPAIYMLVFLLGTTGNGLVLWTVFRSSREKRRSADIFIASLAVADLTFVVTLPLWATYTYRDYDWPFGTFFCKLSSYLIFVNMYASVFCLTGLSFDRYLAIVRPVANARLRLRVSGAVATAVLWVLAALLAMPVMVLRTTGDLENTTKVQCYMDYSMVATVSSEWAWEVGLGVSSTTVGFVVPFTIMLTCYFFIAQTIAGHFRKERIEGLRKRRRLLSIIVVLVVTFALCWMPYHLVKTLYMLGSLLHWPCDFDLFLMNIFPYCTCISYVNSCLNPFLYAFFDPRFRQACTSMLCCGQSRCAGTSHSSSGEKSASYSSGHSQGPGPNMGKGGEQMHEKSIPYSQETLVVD
CXCR6 inh – CXCR6 receptor inhibitors, primary screen, cell-based, beta-arrestin, luminescence, CHO-K1 PathHunter, 1536-well | inhibition, % at 20 µM | actives 0.36% (n = 360,000); in the data active = inhibition above about 34%, passing the limit was not always enough;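 note: antagonist mode with CXCL16 agonist at 10 nM final; 0% = 10 nM CXCL16 with DMSO and 100% = unstimulated wells without agonist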
CCR6 antagonist – CCR6 receptor antagonists, primary screen, cell-based, CHO-K1, luminescence, beta-arrestin, uHTS; C-C chemokine receptor type 6 (Homo sapiens), P51684; CHO-K1 CCR6 PathHunter beta-arrestin, CCL20-stimulated; inhibition, % at 20 µM; actives 0.49% (n = 340,000); AID 493098, 2011;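 active = compounds whose inhibition of the agonist-driven luminescence signal at 20 µM reaches about 50%, limit read from the data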;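 note: cells stimulated with CCL20 at 14 nM final; plate controls were DMSO with CCL20 for no effect and DMSO without agonist for full effect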
Gli-Sufu block – Gli-Sufu pathway antagonists, primary screen, luciferase luminescence, Sufu-KO-LIGHT cells, uHTS. actives 0.74% (n = 340,000). inhibition, % at 5 µM. Sufu-KO-LIGHT fibroblasts, Gli luciferase reporter luminescence;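 active = inhibition above about 55%, limit read from the data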;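 note: 0% = DMSO-treated cells and 100% = wells with medium but no cells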
EBI2 block – EBI2 receptor antagonists, beta-arrestin recruitment, primary screen, cell-based, luminescence, 7a,25-OHC stimulation, uHTS; G-protein coupled receptor 183 (Homo sapiens), P32249; 7a,25-OHC stimulated; inhibition, % at 5 µM; actives 0.81% (n = 360,000); AID 651636, 2012; in the data active = inhibition above about 38%;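 note: enzyme fragment complementation signal reports receptor beta-arrestin coupling in cells; 0% = agonist plus DMSO wells and 100% = wells without agonist; some results beyond the cut were filed as inactive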
ATG4B inhibitor – ATG4B protease inhibitors, primary screen, biochemical, fluorescence, uHTS; Cysteine protease ATG4B (Homo sapiens), Q9Y4P1; ATG4B cleavage of LC3-PLA2, NBD-HPC fluorescence, 1 h; inhibition, % at 8.33 µM; actives 0.51% (n = 340,000); AID 504462, 2011; in the data active = inhibition above about 40%
Target sequence (Q9Y4P1 whole entry, looked up): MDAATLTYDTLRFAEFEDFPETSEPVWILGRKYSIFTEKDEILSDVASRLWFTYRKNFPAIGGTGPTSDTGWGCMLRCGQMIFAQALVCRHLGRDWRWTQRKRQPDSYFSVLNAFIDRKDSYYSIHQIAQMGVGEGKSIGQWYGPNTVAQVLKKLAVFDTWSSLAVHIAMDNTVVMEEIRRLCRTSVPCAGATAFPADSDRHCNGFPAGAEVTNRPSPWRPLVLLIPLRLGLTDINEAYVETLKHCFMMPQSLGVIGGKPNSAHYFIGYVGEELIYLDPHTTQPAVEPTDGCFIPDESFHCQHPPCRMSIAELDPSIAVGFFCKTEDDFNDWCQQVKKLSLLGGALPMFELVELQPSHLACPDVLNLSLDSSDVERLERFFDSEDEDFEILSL
APJ ag – agonists of human apelin receptor APJ, primary screen, CHO-K1 cells, PathHunter beta-arrestin, luminescence | P35414 | 0% DMSO wells, 100% apelin | activation, % at 20 µM | actives 0.11% (n = 330,000) | AID 2520, 2010;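 active = activation more than six SD over the plate average, tested at 20 µM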;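 note: 0% = DMSO alone and 100% = apelin-13 at 10 nM; some results filed as inactive read as strong as hits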
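Test system – PathHunter CHO-K1 APJ (AGTRL-1) beta-arrestin reporter cells · Input – 1000 cells/well · Compound – single test compound dose, 20 µM final, 1% DMSO · Times – compound stimulation 90 min at 25 °C, detection 60 min · Technique – beta-gal luminescence · Read-out basis – APJ–arrestin association signal · Control set – negative DMSO alone, positive Apelin-13 at 10 nM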
* = called active by the depositor; . = not tested or not shown.

SMILES	UBC13 polyUb	APJ antagonist	CXCR6 inh	CCR6 antagonist	Gli-Sufu block	EBI2 block	ATG4B inhibitor	APJ ag
Cc1nnc(SCC(=O)NC2CCCCCC2)n1C(C)C	0	-11	-6	5	7	-12	-6	5
CC1(c2ccc3ccccc3c2)NC(=O)N(CC(=O)N2CCN(S(=O)(=O)c3ccccc3F)CC2)C1=O (configuration not stated)	-2	-8	2	2	10	-7	-6	12
Cc1ccc2nc(N3CCN(C(=O)CCCC(=O)O)CC3)nc(-c3ccccc3)c2c1	5	11	1	3	4	-11	2	-3
CC(=O)Nc1cccc(NC(=O)C2CC(=O)N(C3CCCCC3)C2)c1 (configuration not stated)	-14	-6	1	6	-6	-2	-2	-2
COc1ccc(N/C=C\C(=O)c2ccc3ccccc3c2)cc1	-30	-21	10	10	-92	12	7	-2
O=C(COC(=O)C1COc2ccccc2O1)Nc1cccc(F)c1 (configuration not stated)	6	6	1	-2	5	-6	-1	-1
COC(=O)c1ccccc1NC(=O)CSc1nnnn1CC(=O)O	-5	-4	-1	17	-11	-1	3	-3
O=C(O)c1ccc(Nc2ncnc3ccccc23)cc1	-6	-9	-1	10	-4	8	0	-4
O=C1CN(/N=C/c2ccc([N+](=O)[O-])o2)C(=O)N1	-14	10	-5	-2	1	-12	1	6
CN(Cc1nc2ccccc2c(=O)[nH]1)Cc1nc2ccsc2c(=O)[nH]1	-8	-13	-22	-32	62*	-8	-7	0

The last two compounds of the part above come first, to join the parts:
SMILES	UBC13 polyUb	APJ antagonist	CXCR6 inh	CCR6 antagonist	Gli-Sufu block	EBI2 block	ATG4B inhibitor	APJ ag
O=C1CN(/N=C/c2ccc([N+](=O)[O-])o2)C(=O)N1	-14	10	-5	-2	1	-12	1	6
CN(Cc1nc2ccccc2c(=O)[nH]1)Cc1nc2ccsc2c(=O)[nH]1	-8	-13	-22	-32	62*	-8	-7	0
O=C(Nc1ccc(N2CCCCC2)cc1)c1cccnc1Cl	-5	1	-1	-4	-17	-4	-3	1
CC1CN(CC(=O)Nc2nc3ccccc3s2)CC(C)O1 (configuration not stated)	1	6	6	-6	-9	7	-5	-4
CN1CCN(C(c2ccc(F)cc2)c2nnnn2Cc2cccs2)CC1 (configuration not stated)	-6	19	-3	3	-7	-3	-9	5
Cc1ccccc1NC(=O)CSc1nc(=O)n(CCN2CCOCC2)c2c1CCCC2	2	23	-8	-1	5	-1	-5	1
C=CCOC(=O)C1=C(C)NC(=S)NC1/C=C/c1ccccc1 (configuration not stated)	-9	-2	8	-17	32	5	-5	2
O=C(CSCc1cccc(Cl)c1)N1CCN(Cc2ccc3c(c2)OCO3)CC1	-7	7	-5	19	0	-4	-12	2
Cc1ccnc(NS(=O)(=O)c2ccc(NC(=O)C3COc4ccccc4O3)cc2)n1 (configuration not stated)	5	2	-3	-5	-4	-20	-3	-1
Cc1ccc(OCCNS(=O)(=O)c2ccc(N3CCCC3=O)cc2)cc1	-3	3	-9	-3	-25	11	1	2
Cc1cc(-n2c(SCCC#N)nnc2-c2cccnc2)ccc1Cl	-7	5	8	0	7	8	-12	-3
CCOC(=O)C1C(=O)C(=O)N(C2CCCCC2)C1C(=O)OCC (configuration not stated)	.	.	-2	-6	4	-1	-3	.
CC1CN(S(=O)(=O)c2ccc(C(=O)Nc3nncs3)cc2)CC(C)O1 (configuration not stated)	3	3	-2	-1	-11	-9	1	-4
CCC(CC)NC(=O)/C=C/c1cccc([N+](=O)[O-])c1	-7	-9	-3	8	-2	-5	1	-2
COc1cccc(CN=c2c([N+](=O)[O-])nn(-c3ccccc3C)n2O)c1	8	-1	-14	-4	-6	-14	1	-2
COCCn1nnnc1C(c1ccccc1OC)N1CCN(c2ccccc2F)CC1 (configuration not stated)	-2	18	6	8	-4	2	-10	2
CCOC(=O)C1=C(CC)Nc2ccccc2N/C1=N\S(=O)(=O)c1ccccc1OC	-1	2	1	7	-13	2	-2	1
O=C(NNC(=O)c1ccc2ccccc2c1)c1cccc(Cl)c1	.	.	4	-9	-42	3	0	.
CCC(C)NC(=O)CCc1c(C)nc2c(c(C)nn2-c2ccccc2)c1C (configuration not stated)	12	6	0	4	2	2	2	-2
CC(=O)c1ccc(N=Nc2ccc(N)cc2)cc1	-180	46*	29	47	-110	9	-1	-5
CC1CC1C(=O)OCC(=O)Nc1cccc(F)c1 (configuration not stated)	9	-6	2	11	-17	3	-1	-4
Cc1nc2ccccc2c(=O)n1CCCO	-2	-7	0	-1	0	-11	2	-2
CC1CC(C)CN(c2nc3c(c(=O)n(C)c(=O)n3C)n2C)C1 (configuration not stated)	3	11	4	7	3	-2	-8	-1
O=C(COC(=O)/C=C/c1ccccc1)NCCNC(=O)COC(=O)/C=C/c1ccccc1	3	6	-8	11	-9	-17	-4	0
CCN(CC)CCN(CC(=O)N(C1CCCCC1)C1CCCCC1)C(=O)c1cccnc1	11	0	7	14	11	0	-3	-1
CCC1=Nc2cc(C(=O)NCc3ccco3)ccc2Sc2ccccc21	-8	14	-2	24	-4	6	13	-2
Cc1c(C(=O)Nc2ccc(Cc3ccncc3)cc2)cccc1[N+](=O)[O-]	1	-11	-4	24	4	5	-10	-2
Cc1cc(=O)[nH]c(SCC2COC3(CCCCC3)O2)n1 (configuration not stated)	10	-2	-2	2	-1	-2	4	-4
COc1cc(Cl)c(C)cc1NC(=O)CNC(C)c1ccccc1OC (configuration not stated)	-1	0	3	15	22	15	22	-2
CC(=O)c1coc2ccc(OCCN3CCCCC3)cc12	-4	18	-4	1	3	-10	2	4
COC(=O)c1ccc(NC(=O)CN(c2ccc(C)cc2)S(=O)(=O)c2c(C)n[nH]c2C)cc1	6	0	-6	-12	-2	9	-18	2
CCOC(=O)C1CCN(S(=O)(=O)c2ccc(Cl)cc2)CC1	2	4	-6	16	6	7	0	0
O=C(O)c1cccc(Oc2ncnc3sc4c(c23)CCCC4)c1	-11	12	5	-5	-4	-5	15	-3
Cc1ccc(C2CC(c3ccco3)n3nc(N)nc3N2)cc1 (configuration not stated)	8	10	2	-1	6	-2	2	-3
COc1ccc(C(=O)NC2CC2)cc1OC1CCN(Cc2ccccc2O)CC1	-3	18	7	9	15	3	4	2
C=CC[C@@H](CC(=O)NCCO)C(=O)N[C@H](COC(=O)[C@@H](CC=C)Cc1ccc(F)cc1)Cc1c[nH]c2ccccc12	14	-2	3	1	-1	1	-11	-3
CCN(CC(=O)Nc1ccc(OC)c(OC)c1)S(=O)(=O)c1ccc(C)cc1	0	-21	-4	-4	2	-12	-2	1
O=C(C[C@H]1C/C=C\C[C@H](Cc2ccc(F)cc2)C(=O)O[C@@H](c2ccccc2)CNC1=O)NCCO	2	17	6	3	4	-6	-7	-2
O=C(O)c1ccc[nH]c1=S	-3	-3	-5	5	3	2	-5	-1
COC(=O)c1ccc(CSc2nc3ccc(S(=O)(=O)N4CCOCC4)cc3[nH]2)cc1	4	-29	-4	17	-2	-3	-9	-2
COC(=O)c1cc2c(ccn2C)n1C	-6	-9	-3	5	-7	-14	-2	-1
CCC(=O)OCc1cc(=O)oc2ccc3ccccc3c12	16	17	9	8	12	-5	-15	-2

One compound at a time, as listed above:
C=CCOC(=O)C1=C(C)NC(=S)NC1/C=C/c1ccccc1 (configuration not stated) across the screens: UBC13 polyUb = -9; APJ antagonist = -2; CXCR6 inh = 8; CCR6 antagonist = -17; Gli-Sufu block = 32; EBI2 block = 5; ATG4B inhibitor = -5; APJ ag = 2
CCN(CC)CCN(CC(=O)N(C1CCCCC1)C1CCCCC1)C(=O)c1cccnc1 across the screens: UBC13 polyUb = 11; APJ antagonist = 0; CXCR6 inh = 7; CCR6 antagonist = 14; Gli-Sufu block = 11; EBI2 block = 0; ATG4B inhibitor = -3; APJ ag = -1

Later entries:
SMILES	UBC13 polyUb	APJ antagonist	CXCR6 inh	CCR6 antagonist	Gli-Sufu block	EBI2 block	ATG4B inhibitor	APJ ag
Cc1ccc(C(=O)NCCc2ccc(F)cc2)s1	4	-2	-3	9	-102	6	6	1
COc1cccc(CN(CC2CCCO2)S(=O)(=O)c2ccc(-n3cnnn3)c(OC)c2)c1 (configuration not stated)	7	1	-1	15	7	3	-5	0
Cc1nc(N)sc1N=Nc1c(C)n(C)n(-c2ccccc2)c1=O	-2	9	18	6	17	8	6	-4
O=C(Nc1ccc(F)cc1F)C1CCN(c2ncnc3c2sc2cccc(F)c23)CC1	17	7	-16	9	-11	-5	2	-3
COC(=O)C1=CN(c2ccc(F)c(F)c2)C=C(C(=O)OC)C1c1ccc([N+](=O)[O-])cc1	-7	-13	11	16	11	21	-7	-4
COc1ccccc1S(=O)(=O)Nc1cc(S(=O)(=O)N2CCCCC2)ccc1N1CCOCC1	2	8	3	-9	24	-4	-10	-1
COc1ccc(/C=C(\NC(=O)c2ccccc2)C(=O)N2CCCCC2)cc1OC	-5	-2	8	-2	-15	1	-2	-5
Oc1ccc(C[C@H]2CNCCN2CCc2cccc3ccccc23)cc1	27	12	-6	5	7	-10	-4	9
CCOc1ccc(N(C)S(=O)(=O)c2ccc(C)c(C(=O)NCc3ccccc3OC)c2)cc1	5	-4	1	20	9	19	-4	-2
COc1ccc(CCn2c(N)c(S(=O)(=O)c3cccs3)c3nc4ccccc4nc32)cc1OC	-10	15	10	2	-1	-3	-6	-6
COc1cccc(C2=NN(C(C)=O)C(c3cccs3)C2)c1 (configuration not stated)	6	-6	-3	10	-15	0	16	-1
CCOc1ccccc1N(C(=O)c1ccccc1Cl)C1=NC(C)(C)CS1	5	0	6	5	-15	5	-2	5
Cc1cccc(NC(=O)c2ccccc2NC(=O)C(C)(C)C)n1	4	-13	-2	-4	-12	-4	-8	4
CN1c2ccsc2/C(=N/Nc2ccc(F)cc2)CS1(=O)=O	0	-103	-7	-40	-38	-8	-1	3
Cn1c(CCN2CCOCC2)nc2cc(NC(=O)COc3ccc(Cl)cc3)ccc21	5	12	-5	-20	8	2	-16	-2
CN(Cc1cn(-c2ccccc2)nc1-c1ccc(F)cc1)C(=O)CCC(=O)O	1	0	-4	9	7	0	-9	-3
CN(C(=O)CSc1nnc(N)s1)c1c(N)n(Cc2ccccc2)c(=O)[nH]c1=O	0	15	-6	-15	-5	-2	-10	-5
Cc1nnc(SCC(=O)NNC(=O)c2ccccc2)n1-c1ccccc1	-1	-4	7	-1	9	-6	11	-11
O=C(O)CC1S/C(=N/N=C/c2ccc(-c3ccc(Cl)cc3[N+](=O)[O-])o2)NC1=O (configuration not stated)	-48	-15	4	3	10	6	13	3
CN1CCCN(CC(O)COCc2cccs2)CC1 (configuration not stated)	8	6	2	11	1	-10	-6	-3
CC1(C)CC(C(CC(=O)O)c2ccccc2)CCO1 (configuration not stated)	7	-18	-4	-2	1	-2	-17	-1
Cc1cccn2c(=O)c(/C=C(\C#N)C(N)=O)c(Oc3ccccc3)nc12	9	4	-6	-6	1	-3	2	1
COc1ccc(C(=O)NCc2cnn(C)c2C)cc1OC1CCN(C(C)C)CC1	0	7	1	16	4	-8	0	-2
CCc1cccc(C)c1NC(=O)CSc1nc(C)c(C)o1	1	-4	2	3	-5	-3	0	3
CCCC1=Nc2cc(C(=O)NCCCOC(C)C)ccc2Sc2ccccc21	-2	-19	8	15	-3	7	-3	-5
Cc1ccc2oc(-c3cccc(NC(=S)NC(=O)/C=C/c4ccco4)c3)nc2c1	-27	19	12	27	29	19	15	-3
Cc1cc(C)c2c(=O)[nH]n(C3CC(C)N(C)CC3C)c2n1 (configuration not stated)	1	22	-5	-10	9	5	4	-3
O=C(Nc1cc(N2CCOCC2)ncn1)c1ccccc1	4	-2	-5	6	-54	-7	3	-1
